T cell modulator: T cell immune modulation candidate; actives 0.068% (n = 330,000); 2C CD8+ T cell-vesicle binding, flow cytometry; hits give low values; calls only at 7 µM;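 active = response, share of CD8 T cells binding vesicles, and their 90th percentile fluorescence all below set limits, cut at about 80% in these data, passing the limit was not always enough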
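Material: murine 2C transgenic CD8+ T lymphocytes / Also added: QL9-peptide-loaded Drosophila micro-vesicles bearing Ld, ICAM-1 and B7-1 / Schedule: binding step 1.5 h, 37 °C, antibody labelling 20 min, ice / Signal: flow cytometry, PE anti-B7-1 (FL2) versus Alexa647 anti-CD8 (FL8), PFA-fixed / Evaluation: percent CD8+ FL2 mean versus row control / Benchmarks: naked versus QL9-loaded vesicles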
PMI inhibitors: MPI enzyme activity inhibition – biochemical, fluorescence intensity, coupled assay, primary screen (AID 1209); actives 0.42% (n = 190,000); purified PMI enzyme, coupled fluorescence intensity; higher % means a stronger effect; one-dose inhibition, % at 20 µM; IC50 in µM for titrated hits;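 also: plate controls were DMSO vehicle for no effect and wells lacking substrate for full effect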
Autophagy mod: alters autophagy in cells | MEF GFP-LC3 puncta imaging; test concentration mostly 10 µM | calls only at 10 µM (by protocol) | actives 0.98% (n = 190,000) | AID 463193;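 active = percentage of spot-positive cells more than 3 SD above its plate mean, without a fluorescence outlier flag or 80% toxicity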;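 also: spot-positive cell cutoff set from DMSO-treated cells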
MT stabilizer: microtubule stabilizers in HeLa cells. HeLa tubulin immunostaining HCS, 24 h; share of cells brighter than vehicle mean+2SD. actives 0.83% (n = 200,000). % tubulin-high responders, % at 10 µM;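 active = plate Z-score above 3 for both tubulin-high and condensed-nucleus cell shares, with cell loss under 80%, at 10 µM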;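 also: anti alpha tubulin signal scored within the nucleus-defined area of each cell; some results filed as inactive read as strong as hits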
Ins promoter up: MIN6 insulin promoter up-regulation; z-score at 5 µM; MIN6 insulin promoter-GFP reporter, high-content imaging; hits give high values; actives 0.3% (n = 190,000);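 active = z-score above 3 at 5 µM with at least 500 cells counted in the well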
PMI inhibition: human PMI inhibitors, high substrate, primary screen, biochemical, fluorescence intensity, high mannose 6-phosphate (AID 1220). recombinant PMI enzyme, coupled fluorescence intensity; higher % means a stronger effect. one-dose inhibition, % at 20 µM; IC50 in µM for titrated hits. actives 0.66% (n = 190,000)
b-catenin transl: beta-catenin nuclear translocation modulation. actives 0.3% (n = 190,000). nuclear translocation activity, % at 5 µM. HeLa beta-catenin nuclear translocation, immunofluorescence imaging;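 active = nuclear translocation activity above 50% at 5 µM, with a well cell count of 50 or more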;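 also: per-cell ratio of nuclear to cytoplasmic median beta-catenin stain intensity; plate controls were DMSO negative control for no effect and GSK-3 inhibitor IX positive control for full effect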
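assay system = human HeLa cells, endogenous beta-catenin | times = compound treatment 24 h, 37°C, 5% CO2 | detection = Anti-beta-catenin immunofluorescence on PFA-fixed, Triton-permeabilized cells, DAPI nuclei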
Hep lipid drop: hepatic lipid droplet formation modulation; inhibition, % at 6.5 µM; AML12 mouse hepatocytes, oleate lipid droplets, BODIPY imaging; actives 0.4% (n = 240,000);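 active = lipid droplet intensity inhibited by at least 50%, with more than 500 cells counted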
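material = mouse AML12 hepatocyte cell line, fixed after treatment | also added = 100 µM oleic acid challenge | doses = compound at 6.5 µM only | schedule = overnight exposure | technique = Image-based BODIPY and DAPI two-channel analysis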
TNAP activators: stimulation of alkaline phosphatase TNAP activity – biochemical, luminescent, no phosphate acceptor, uHTS, primary screen (AID 1001) | purified TNAP, luminescent activation assay, no phosphate acceptor; higher activation fold means a stronger effect | one-dose activation fold at 20 µM; EC50 in µM for titrated hits | actives 0.03% (n = 200,000); in the data active = activation fold from about 3, or a potency from the dose series; inactive = the rest, 99 in 100 with activation fold below about 1.6; also: many of its hits are not listed in these tables
Ins promoter up cell count: also measured in Ins promoter up; calls as there; cell count; measured here: cytotoxicity, nuclei count;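 total cells summed across four imaged fields per well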
Hep lipid drop cells 6.5 µM: further read-out of Hep lipid drop, marked with its call; cell count; measured here: cell count, cytotoxicity flag;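 cells counted across two imaged fields per well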
b-catenin transl cell count 5 µM: recorded beside b-catenin transl, whose call it bears; cell count; measured here: cell count, cytotoxicity flag
T cell modulator vesicle-bound %: also measured in T cell modulator; calls as there; double positive events, %; measured here: CD8+ vesicle-bound cell fraction;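 binding gate set so that unloaded-vesicle control wells show 10% double positive cells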
MT stabilizer Hoechst-high %: recorded beside MT stabilizer, whose call it bears; % Hoechst-high responders; measured here: nuclear condensation Hoechst responders;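 share of cells brighter than vehicle mean plus two SD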
MT stabilizer cytotoxicity %: further read-out of MT stabilizer, marked with its call; toxicity, %; measured here: cytotoxicity by cell density;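 0% = mean cell density of plate MIN control wells and 100% = no cells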
Autophagy mod cell loss 18 h: second read-out of Autophagy mod, no call of its own (marks repeat the call); toxicity, %; measured here: cell loss, nuclei count;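 cell loss after 18 h compound exposure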
Starred values were filed as active, the others as inactive; i = inactive; · = no result given. Rule as the data show it, unless noted: active = inhibition above about 50%; inactive = the rest.

No.	compound	T cell modulator	T cell modulator vesicle-bound %	PMI inhibitors	Autophagy mod	Autophagy mod cell loss 18 h	MT stabilizer	MT stabilizer Hoechst-high %	MT stabilizer cytotoxicity %
1	COCCNC(=O)CN(C)S(=O)(=O)c1ccc2c(c1)OCCO2	i	42	1%	i	0	1.1	0.4	8.7
2	O=c1c2ccccc2ncn1-c1ccc2c(c1)OCCO2	i	31	2%	i	5	5.0	2.7	9.4
3	O=C(CSc1ncn[nH]1)N1CCN(S(=O)(=O)c2ccccc2)CC1	i	46	-14%	i	3	1.3	2.1	15
4	CC(=O)Nc1ccc(S(=O)(=O)Nc2nccc(C3Cc4ccccc4C(=O)O3)n2)cc1 (stereo not given)	i	29	8%	i	-6	2.0	1.3	7.3
5	Cc1ccccc1-c1ccc(C=Nc2c(C)n(C)n(-c3ccccc3)c2=O)o1	i	25	20%	i	-14	1.7	1.2	3.2
6	Cc1csc(C(C#N)C(=O)c2ccncc2)n1 (stereo not given)	i	41	6%	i	4	3.3	3.1	5.6
7	COC(=O)c1ccc(-n2ccnc2)cc1	i	62	3%	i	4	1.7	3.1	5.1
8	Cc1ccc2nc(-c3ccccn3)cc(C(=O)NC(C)C(C)(C)C)c2c1 (stereo not given)	i	55	2%	i	-5	3.1	1.7	5.1
9	O=C(OCc1cc2ccccc2[nH]c1=O)c1ccco1	i	39	4%	i	0	2.3	3.6	14
10	COc1ccc(Cc2n[nH]c(=S)n2NC(=O)Nc2ccc(C)cc2)cc1	i	40	-7%	i	-4	3.0	3.3	5.5

No.	Ins promoter up	Ins promoter up cell count	PMI inhibition	b-catenin transl	b-catenin transl cell count 5 µM	Hep lipid drop	Hep lipid drop cells 6.5 µM	TNAP activators
1	2.4	1407	-7%	-1.9	969	-2	685	0.8
2	-0.31	1353	4%	0.9	1363	·	·	1.1
3	0.16	943	-14%	·	·	-10	756	0.8
4	0.19	1292	5%	1.4	1122	6	784	1.1
5	0.39	1477	18%	-1.1	822	·	·	1
6	·	·	5%	·	·	·	·	1
7	0.39	1140	9%	-4.6	1102	6	703	1.1
8	0.05	1518	8%	-0.5	1504	·	·	1
9	1.1	1286	1%	-1.2	1041	-13	614	1.1
10	0.35	1205	-5%	-0.5	1136	-1	662	1.2

Further entries
No.	compound	T cell modulator	T cell modulator vesicle-bound %	PMI inhibitors	Autophagy mod	Autophagy mod cell loss 18 h	MT stabilizer	MT stabilizer Hoechst-high %	MT stabilizer cytotoxicity %
11	CC(=O)SCC(Cc1ccccc1)C(=O)NCC(=O)OCc1ccccc1 (stereo not given)	i	17	-2%	·	·	·	·	·
12	O=[N+]([O-])c1cc(/C=N/N2CCN(Cc3ccccc3)CC2)ccc1Cl	i	61	18%	i	-1	2.5	2.4	8.4
13	O=C(CN1CCCCC1)Nc1ccc(S(=O)(=O)NC2CCCCC2)cc1	i	12	-3%	i	7	1.7	4.9	11
14	CNC(=O)COC(=O)c1cccnc1SC	i	10	1%	i	-1	0.7	1.4	23
15	CN(C)C(=O)c1ccc(NC(=O)COc2ccc([N+](=O)[O-])cc2)cc1	i	22	-4%	i	3	8.1	1.6	4.0
16	CCn1cc(C(=O)N2CCc3ccccc32)c(=O)c2cc(S(=O)(=O)N3CCOCC3)ccc21	i	20	12%	i	0	3.0	3.2	7.1
17	O=C(Nc1nnc(SCc2ccc(F)cc2)s1)c1ccccn1	·	·	2%	i	2	2.5	3.0	1.2
18	S=C(NCCN1CCOCC1)Nc1ccc(Br)cc1	i	37	2%	i	4	3.1	2.0	2.8
19	Cc1onc(-c2ccccc2Cl)c1C(=O)NNC(=O)c1nn(C)cc1Cl	i	19	-2%	i	-17	2.7	2.2	6.4
20	Cc1cc2nnc(SCc3ccccc3)n2c(N)n1	i	13	-14%	i	9	4.1	2.5	9.7

No.	Ins promoter up	Ins promoter up cell count	PMI inhibition	b-catenin transl	b-catenin transl cell count 5 µM	Hep lipid drop	Hep lipid drop cells 6.5 µM	TNAP activators
11	1.1	1513	-7%	0.2	1095	-14	707	1
12	-0.42	1457	19%	0.1	1552	5	621	1
13	-0.39	1086	-8%	-3.7	1168	-16	735	0.9
14	-0.21	960	-7%	-2.1	1185	-5	748	1.1
15	0.12	1268	-3%	0.7	1037	0	682	1.1
16	1.8	1470	13%	-4.1	988	·	·	1
17	-2.4	911	2%	0.3	1053	-27	662	2.2
18	0.41	1373	4%	-0.3	1024	6	635	1.1
19	0.07	1523	-9%	0.5	1498	3	731	1.7
20	-0.36	1458	-2%	-7.2	992	·	·	1.1

(listing goes on)
No.	compound	T cell modulator	T cell modulator vesicle-bound %	PMI inhibitors	Autophagy mod	Autophagy mod cell loss 18 h	MT stabilizer	MT stabilizer Hoechst-high %	MT stabilizer cytotoxicity %
21	CCN1C(=O)/C(=C/N(C(C)=O)c2ccccc2)N(c2ccccc2)C1=S	i	34	14%	i	12	3.5	0.9	9.8
22	CCOc1ccc(NC(=O)C2C(C(=O)O)C3(Cl)C(Cl)=C(Cl)C2(Cl)C3(Cl)Cl)cc1 (stereo not given)	i	34	18%	i	0	3.3	1.9	8.3
23	COc1ccc(NC(=O)N2CCN(C(=O)C(Cc3ccc(F)cc3)NC(C)=O)CC2)cc1 (stereo not given)	i	2	9%	i	-7	2.5	2.4	9.8
24	O=C(NC(=S)Nc1cc([N+](=O)[O-])ccc1O)c1cccnc1	i	34	4%	i	9	4.4	1.5	5.7
25	CC(C)CNC(=O)COc1ccccc1[N+](=O)[O-]	i	34	2%	i	23	5.9	2.4	5.9
26	COc1ccc(CN2C(=O)c3cccnc3C2Nc2cc(Cl)ccc2OC)cc1 (stereo not given)	i	4	-10%	i	9	4.3	2.3	4.7
27	COc1cccc(NC(=S)N(CCc2c(C)[nH]c3ccccc23)Cc2ccco2)c1	i	24	10%	i	17	3.2	2.2	14
28	COC(=O)c1cc(Br)c(=O)n(Cc2ccc(C(=O)O)cc2)c1	i	6	-6%	i	11	5.4	2.2	7.7
29	Oc1cccc(/C=N/NC(=S)Nc2cccnc2)c1O	i	26	56%*	i	17	4.3	4.2	16
30	O=C(/C=C/c1ccccc1)N1CCN(c2cccc(Cl)n2)CC1	i	51	-9%	i	-24	2.5	2.4	7.2

No.	Ins promoter up	Ins promoter up cell count	PMI inhibition	b-catenin transl	b-catenin transl cell count 5 µM	Hep lipid drop	Hep lipid drop cells 6.5 µM	TNAP activators
21	-0.32	731	12%	-0.9	1079	-21	710	1
22	·	·	48%	4.4	1072	-32	719	1.1
23	0.08	1590	18%	-1.8	992	-31	629	1
24	-0.36	966	7%	4.4	1022	9	697	0.9
25	0.11	1576	-5%	-1.9	1086	-4	580	1.1
26	-0.38	2017	-20%	-1.4	1145	-4	684	1
27	0.39	1213	8%	6.2	539	-32	689	1
28	-0.85	1236	-3%	-2.4	931	·	·	1.2
29	-2	874	16µM*	·	·	12	601	2.7
30	·	·	-6%	·	·	·	·	0.9

Further results:
No.	compound	T cell modulator	T cell modulator vesicle-bound %	PMI inhibitors	Autophagy mod	Autophagy mod cell loss 18 h	MT stabilizer	MT stabilizer Hoechst-high %	MT stabilizer cytotoxicity %
31	NNC(=O)CNC(=O)CNS(=O)(=O)c1ccccc1	i	43	0%	i	-9	1.1	1.3	1.9
32	Cc1cc(OCCN2CCCCC2)nc2ccccc12	i	50	0%	i	0	2.8	1.6	3.6
33	CC(C)c1nc(SCC(=O)NCc2ccccc2)n[nH]1	i	13	-6%	i	9	3.2	2.9	7.6
34	CCOC(=O)N1CCC(n2c(SCC(=O)N3CCCC3)nc3ccccc3c2=O)CC1	i	16	-8%	i	4	0.6	0.9	6.2
35	CC(=O)NC(CC(=O)O)c1ccc(F)cc1 (stereo not given)	i	4	-3%	i	-11	1.8	1.2	5.8
36	CCOC(=O)c1ccc(NC(=O)c2cc3c(C)nn(-c4ccccc4Cl)c3s2)s1	i	52	24%	i	3	6.1	7.1	2.7
37	Cc1ccc(Nc2cc(-c3ccccc3)nc3ncnn23)cc1	i	26	·	·	·	·	·	·
38	N#C/C(=C/c1ccc(N2CCOCC2)o1)C(=O)Nc1ccccc1	·	·	17%	i	7	3.3	3.0	12
39	CC(=O)Nc1ccc(S(=O)(=O)Nc2cc(-c3ccccc3)nn2C)cc1	i	32	·	·	·	·	·	·
40	Cc1cc(Cl)ccc1Oc1ncnc2oc(-c3ccccc3)cc12	i	34	9%	i	-4	3.4	1.3	4.4
41	O=[N+]([O-])c1ccc(C(O)C(CO)NC(=S)Nc2ccccc2)cc1 (stereo not given)	i	40	·	·	·	·	·	·
42	CC1CCN(c2nc3c(c(=O)n(C)c(=O)n3C)n2CCSc2nc3ccccc3s2)CC1	i	53	2%	i	8	3.0	1.4	5.4

No.	Ins promoter up	Ins promoter up cell count	PMI inhibition	b-catenin transl	b-catenin transl cell count 5 µM	Hep lipid drop	Hep lipid drop cells 6.5 µM	TNAP activators
31	-0.08	1414	3%	0.3	1558	3	721	1.1
32	·	·	-3%	·	·	-1	638	1.1
33	-0.22	1351	-2%	-9.0	1064	·	·	1
34	-0.83	1570	-2%	-1.6	1322	·	·	1
35	0.27	1412	-10%	-0.7	1088	1	749	1.1
36	0.54	1327	11%	-2.3	917	-10	639	1
37	-0.02	888	·	-1.2	1365	-12	686	·
38	·	·	13%	0.8	1507	0	690	0.7
39	-0.03	1129	·	1.5	1326	7	679	·
40	0.2	1678	4%	-0.8	1313	·	·	1.1
41	-0.33	1078	·	0.5	1383	-10	712	·
42	-0.31	957	6%	0.2	1165	·	·	1

Two entries picked at random from the list so far:
No.	compound	T cell modulator	T cell modulator vesicle-bound %	PMI inhibitors	Autophagy mod	Autophagy mod cell loss 18 h	MT stabilizer	MT stabilizer Hoechst-high %	MT stabilizer cytotoxicity %
34	CCOC(=O)N1CCC(n2c(SCC(=O)N3CCCC3)nc3ccccc3c2=O)CC1	i	16	-8%	i	4	0.6	0.9	6.2
39	CC(=O)Nc1ccc(S(=O)(=O)Nc2cc(-c3ccccc3)nn2C)cc1	i	32	·	·	·	·	·	·

No.	Ins promoter up	Ins promoter up cell count	PMI inhibition	b-catenin transl	b-catenin transl cell count 5 µM	Hep lipid drop	Hep lipid drop cells 6.5 µM	TNAP activators
34	-0.83	1570	-2%	-1.6	1322	·	·	1
39	-0.03	1129	·	1.5	1326	7	679	·

High-throughput results (PubChem)
